Compound activity as filed in PubChem BioAssay.
Neddylation inh: blocks human cullin neddylation; P61081+Q13564; AID 651699; TR-FRET cullin neddylation, biochemical; 360,000 compounds, 0.58% hits; calls only at 25 µM; in the data active = inhibition above about 36%
Rin1 Abl inh: inhibitors of human Rin1-Abl protein interaction | 360,000 compounds, 0.4% hits | inhibition, % at 7.35 µM | P00519+Q13671 | TR-FRET Rin1/Abl binding, biochemical; in the data active = inhibition above about 5%, passing the limit was not always enough
Target sequence (P00519 whole entry, looked up): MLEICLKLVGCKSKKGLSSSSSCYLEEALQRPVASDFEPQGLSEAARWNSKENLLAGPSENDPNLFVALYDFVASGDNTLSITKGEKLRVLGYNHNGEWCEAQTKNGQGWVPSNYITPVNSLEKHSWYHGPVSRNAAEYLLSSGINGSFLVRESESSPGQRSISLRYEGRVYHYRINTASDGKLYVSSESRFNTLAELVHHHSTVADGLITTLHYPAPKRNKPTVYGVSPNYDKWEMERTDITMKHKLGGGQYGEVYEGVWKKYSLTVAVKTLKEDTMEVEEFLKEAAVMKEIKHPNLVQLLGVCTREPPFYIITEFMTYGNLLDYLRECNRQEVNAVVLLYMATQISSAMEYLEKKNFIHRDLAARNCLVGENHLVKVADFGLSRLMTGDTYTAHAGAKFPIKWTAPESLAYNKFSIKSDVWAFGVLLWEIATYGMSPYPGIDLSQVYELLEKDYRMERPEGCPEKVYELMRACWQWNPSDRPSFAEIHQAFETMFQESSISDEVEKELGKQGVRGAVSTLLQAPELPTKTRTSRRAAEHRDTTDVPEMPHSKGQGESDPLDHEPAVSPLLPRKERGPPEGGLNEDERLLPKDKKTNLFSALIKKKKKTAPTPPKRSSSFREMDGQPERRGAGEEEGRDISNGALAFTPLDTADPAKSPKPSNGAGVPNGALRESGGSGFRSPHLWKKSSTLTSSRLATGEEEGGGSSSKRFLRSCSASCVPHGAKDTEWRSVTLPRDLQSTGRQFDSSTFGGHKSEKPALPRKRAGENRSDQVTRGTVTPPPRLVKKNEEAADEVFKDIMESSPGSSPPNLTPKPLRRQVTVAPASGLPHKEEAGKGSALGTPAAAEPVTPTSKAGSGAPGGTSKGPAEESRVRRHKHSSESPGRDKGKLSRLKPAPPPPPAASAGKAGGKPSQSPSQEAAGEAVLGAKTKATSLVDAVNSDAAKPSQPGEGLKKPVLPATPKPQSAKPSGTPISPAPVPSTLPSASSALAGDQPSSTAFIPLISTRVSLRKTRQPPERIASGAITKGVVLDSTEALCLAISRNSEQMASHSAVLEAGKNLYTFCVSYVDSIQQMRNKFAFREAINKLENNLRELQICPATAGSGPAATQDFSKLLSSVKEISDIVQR
Target sequence (Q13671 whole entry, looked up): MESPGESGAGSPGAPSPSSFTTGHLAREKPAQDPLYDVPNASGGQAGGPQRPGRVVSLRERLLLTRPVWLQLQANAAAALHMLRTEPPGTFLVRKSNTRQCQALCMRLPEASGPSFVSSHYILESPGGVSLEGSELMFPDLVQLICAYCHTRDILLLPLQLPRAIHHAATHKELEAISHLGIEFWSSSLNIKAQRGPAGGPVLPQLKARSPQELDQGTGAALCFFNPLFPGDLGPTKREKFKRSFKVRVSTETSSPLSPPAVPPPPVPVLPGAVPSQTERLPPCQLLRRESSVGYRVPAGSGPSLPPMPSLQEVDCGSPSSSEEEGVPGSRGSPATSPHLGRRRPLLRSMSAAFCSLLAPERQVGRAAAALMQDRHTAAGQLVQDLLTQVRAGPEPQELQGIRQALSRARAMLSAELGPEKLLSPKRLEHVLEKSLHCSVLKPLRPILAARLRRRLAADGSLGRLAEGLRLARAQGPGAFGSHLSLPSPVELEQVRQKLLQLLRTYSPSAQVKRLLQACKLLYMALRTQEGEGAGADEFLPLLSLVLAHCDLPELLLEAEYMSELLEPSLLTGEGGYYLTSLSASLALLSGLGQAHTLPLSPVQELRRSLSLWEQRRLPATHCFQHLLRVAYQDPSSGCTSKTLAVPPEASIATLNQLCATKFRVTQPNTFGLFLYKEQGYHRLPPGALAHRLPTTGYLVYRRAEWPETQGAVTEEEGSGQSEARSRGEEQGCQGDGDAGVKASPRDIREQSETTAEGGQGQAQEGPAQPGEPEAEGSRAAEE
Scp-1 inhibitor: Scp-1 (human) phosphatase inhibition. Q9GZU7. Recombinant Scp1, phosphopeptide, malachite green phosphate absorbance. inhibition, % at 20 µM. 340,000 compounds, 0.88% hits;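 active = inhibition above about 50% at 20 µM, limit read from the data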;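 also: plate controls were DMSO wells with enzyme for no effect and wells lacking enzyme for full effect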
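assay system = SCP-1 phosphatase catalytic domain, residues 76-261 | buffer or medium = 50 mM Tris acetate pH 5.5, 0.005% Tween-20, 10 mM MgCl2 | incubation = enzyme reaction 45 min at room temperature, colour 5 min, stabilisation 30 min | signal = Phosphate-binding colour reagent, absorbance read at 630 nm | measure = % inhibition at 20 µM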
NadD block: NadD (S. aureus) enzyme inhibition. purified NadD enzyme, colorimetric absorbance read-out. inhibition, % at 20 µM. 360,000 compounds, 0.78% hits. AID 602399; in the data active = inhibition above about 26%; also: some compounds past the cut are filed as inactive
STEP block: blocks human striatal-enriched tyrosine phosphatase; P54829; recombinant STEP, OMFP fluorogenic substrate, fluorescence; inhibition, % at 20 µM; 360,000 compounds, 0.25% hits;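 active = inhibition at 20 µM, scaled per plate between control wells, above about 37%, limit read from the data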;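 also: 0% = DMSO with enzyme and substrate and 100% = substrate only without enzyme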
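Material: STEP (striatal-enriched tyrosine phosphatase) enzyme, cell-free | Medium: 50 mM Bis-Tris pH 6.0 with 2.5 mM DTT and 0.005% Tween 20 | Read-out: Percent inhibition scaled to no-enzyme and uninhibited-enzyme controls, plate-pattern corrected | Signal: Fluorescence read at 480 nm ex / 540 nm em | Times: 20 min reaction, room temperature, in the dark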
LMPTP block: LMPTP (human) inhibition | P24666 | recombinant LMPTP-A, OMFP fluorogenic substrate, fluorescence intensity | inhibition, % at 20 µM | 360,000 compounds, 0.22% hits;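 active = compounds that cut the enzyme signal by at least half of the control window in the single-dose screen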;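 also: plate controls were DMSO wells with enzyme plus substrate for no effect and substrate without enzyme for full effect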
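material = LMPTP-A | quantity = 0.625 nM enzyme | reagent = OMFP substrate, 400 µM final | buffer or medium = Bis-Tris pH 6.0, DTT, detergent | detection = endpoint fluorescence intensity from OMFP dephosphorylation | dosing = single 20 µM dose | read-out basis = % inhibition relative to no-enzyme and uninhibited control wells | control set = no-enzyme and uninhibited controls | timing = 50 min at room temperature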
SUMO1 PPI mod: alters human SUMO1 binding to SIM partners. 360,000 compounds, 0.33% hits. P63165. inhibition, % at 20 µM. SUMO1 binding to a labelled peptide, TR-FRET, 1 h; in the data active = inhibition above about 37%
DNMT1 inh: DNMT1 (human) enzyme inhibition; DNMT1 molecular beacon, Hinp1I cleavage, fluorescence; inhibition (reported as % activation of signal), % at 10 µM; 360,000 compounds, 0.83% hits; AID 588458; in the data active = inhibition above about 50%
Rpn11 block: blocks the human proteasome subunit Rpn11; O00487; 360,000 compounds, 0.59% hits; calls only at 20 µM; human 26S proteasome, Ub4-pepOG fluorescence polarization; 20S core pre-blocked with epoxomicin; AID 588493;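 active = inhibition at 20 µM, scaled to each plate's controls, above about 33%, limit read from the data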
CSN inh: blocks human CSN-mediated cullin deneddylation; Purified CSN, SCF-Nedd8-OG deneddylation, fluorescence polarization; 360,000 compounds, 0.38% hits; inhibition, % at 12.5 µM; Q92905;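 active = pattern-corrected inhibition above about 35%, with an unprinted fluorescence ratio check between 0.5 and 1.5, limit read from the data, passing the limit was not always enough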;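 also: 0% = enzyme with substrate and 100% = substrate without enzyme; some results filed as inactive read as strong as hits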
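Material: purified human Csn5 enzyme expressed in HEK293T cells / Medium: Tris buffer pH 7.5, NaCl, DTT, Tween-20, trehalose, ovalbumin / Compound dosing: 12.5 µM single point / Schedule: 90 min incubation of compound, enzyme and substrate at room temperature / Signal: fluorescence polarization of the substrate / Control set: no-enzyme wells high, enzyme-with-substrate wells low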
The depositor's hits bear a star; i = inactive; / = no result given. Hits appear at their usual frequency; about 3.8% have a hit in one of these screens.

SMILES	Neddylation inh	Rin1 Abl inh	Scp-1 inhibitor	NadD block	STEP block	LMPTP block	SUMO1 PPI mod	DNMT1 inh	Rpn11 block	CSN inh
COC(=O)c1cc(-c2c(C)oc3cc(OC(C)C)ccc3c2=O)c(C)o1	i	2	-7	4	-1	0.6	2	2	i	-2
O=C(COC(=O)/C=C/c1ccccc1Cl)NCc1ccccc1	i	-5	-11	-7	-1	-1.0	-1	-2	i	-1
COc1ccc(C2=NCCn3nc4ccccc4c32)cc1	i	1	6	-1	-2	-0.5	-23	-11	i	1
CCOc1ccc(OCCN2C(=O)NC3(CCCc4ccccc43)C2=O)cc1 (configuration not stated)	i	2	-11	-3	-5	0.7	0	-2	i	-4
COc1ccc(NC(=O)CN2CCN(Cc3ccccc3)CC2)cc1	i	1	24	-3	-2	-1.1	-3	0	i	2
COC(=O)c1ccc(-c2noc(CN3C[C@H]4CC[C@H]3C4)n2)cc1	i	3	-3	3	-2	-3.2	1	0	i	2
CCCNC(=O)N1CCC(n2nccc2NC(=O)CCOc2ccccc2)CC1	i	5	-5	-5	-1	-1.4	4	3	i	1
COC(=O)Cc1ccc(NC(=O)c2ccc3c(c2)C(=O)N(Cc2ccco2)C3=O)cc1	i	1	-5	0	2	-1.0	-6	4	i	1
CC(NC(=O)[C@@H](NC(=O)[C@@H]1Cc2ccccc2CN1)C(C)C)c1ccccc1 (some centres not stated)	i	-4	-3	-6	-3	0.7	1	0	i	0
COc1cccc(C(C[N+](=O)[O-])c2c(C)[nH]n(-c3ccccc3)c2=O)c1 (configuration not stated)	i	3	6	4	1	6.3	8	0	i	11
O=C(CN1C(=O)CC(c2ccccc2)=Nc2ccccc21)NCc1ccco1	i	-2	-3	-2	-1	0.0	-4	-5	i	6
CS(=O)(=O)N(Cc1cc2ccccc2[nH]c1=O)C1CCCCC1	/	-1	0	6	0	8.7	-12	20	i	14
OC[C@@H]1CN(Cc2ccc(Cl)cc2)C[C@H](n2cnc3c(N4CCCC4)ncnc32)O1	i	5	/	4	0	2.3	-7	1	i	-2
CCN(CC)c1ccc(NC(=O)COC(=O)C23CCC(=O)N2c2ccccc2S3)cc1 (configuration not stated)	i	-7	2	6	-1	3.5	-3	-13	i	1
c1nc(NCC2CCCO2)c2[nH]cnc2n1 (configuration not stated)	i	-3	-4	-2	-10	-1.8	-3	6	i	3

6 structures from above, ordered by number of heavy atoms, low to high.
SMILES	Neddylation inh	Rin1 Abl inh	Scp-1 inhibitor	NadD block	STEP block	LMPTP block	SUMO1 PPI mod	DNMT1 inh	Rpn11 block	CSN inh
c1nc(NCC2CCCO2)c2[nH]cnc2n1 (configuration not stated)	i	-3	-4	-2	-10	-1.8	-3	6	i	3
CS(=O)(=O)N(Cc1cc2ccccc2[nH]c1=O)C1CCCCC1	/	-1	0	6	0	8.7	-12	20	i	14
COc1cccc(C(C[N+](=O)[O-])c2c(C)[nH]n(-c3ccccc3)c2=O)c1 (configuration not stated)	i	3	6	4	1	6.3	8	0	i	11
CC(NC(=O)[C@@H](NC(=O)[C@@H]1Cc2ccccc2CN1)C(C)C)c1ccccc1 (some centres not stated)	i	-4	-3	-6	-3	0.7	1	0	i	0
CCCNC(=O)N1CCC(n2nccc2NC(=O)CCOc2ccccc2)CC1	i	5	-5	-5	-1	-1.4	4	3	i	1
OC[C@@H]1CN(Cc2ccc(Cl)cc2)C[C@H](n2cnc3c(N4CCCC4)ncnc32)O1	i	5	/	4	0	2.3	-7	1	i	-2

The results go on:
SMILES	Neddylation inh	Rin1 Abl inh	Scp-1 inhibitor	NadD block	STEP block	LMPTP block	SUMO1 PPI mod	DNMT1 inh	Rpn11 block	CSN inh
CCC1CN(C(=O)N2CCC(C(=O)NCc3cc(OC)c(OC)c(OC)c3)CC2)c2ccccc2O1 (configuration not stated)	i	2	21	0	1	-0.5	2	1	i	-2
NC(N)=N/N=C/c1ccc(Cl)c([N+](=O)[O-])c1	i	-6	-3	-5	7	0.7	-22	3	i	0
CCOCCCNc1ccc(N2C(=O)C3CCCCC3C2=O)cc1[N+](=O)[O-] (configuration not stated)	i	-3	-6	-2	0	5.1	-33	4	i	-1
CCCCCC(=O)NC(=S)Nc1ccc(NC(=O)c2ccco2)cc1	i	0	-4	-5	1	-0.4	-2	-4	i	4
CCCCn1c(N)c(N(CCOC)C(=O)CSCc2ccc(C)cc2)c(=O)[nH]c1=O	i	0	-6	-1	-2	-0.6	6	-4	i	3
CCOC(=O)Cc1csc(SCC(=O)Nc2ccc3[nH]c(=O)[nH]c3c2)n1	i	3	-10	7	-1	-0.7	13	0	i	2
Cc1nc(NC(=O)/C=C/c2ccc(C(C)(C)C)cc2)sc1C(=O)N(C)C	i	1	-3	-8	-4	1.9	-15	-3	i	-11
CCC(=O)NCCn1c(C)cc2ccccc21	i	-5	-6	6	2	-0.7	-21	-1	i	-1
CN1CCC(=NNC(=O)CN(c2cccc(Br)c2)S(C)(=O)=O)CC1	i	-3	-5	7	0	-0.4	1	1	i	-1
N#CCc1nn(-c2ccccc2)c2ncnc(N)c12	i	-1	-13	-2	-4	-1.5	-13	3	i	-4
CCOC(=O)CSc1snnc1C	i	4	2	10	-3	-0.6	-2	3	i	0
COc1ccc(N(C(=O)c2ccco2)S(=O)(=O)c2cc(OC)ccc2OC)cc1	i	0	-3	-3	22	-2.2	-2	-3	i	6
COc1ccc(CCNC(=O)C2CC(c3ccccc3F)=NO2)cc1 (configuration not stated)	i	2	-2	-3	1	-0.8	7	3	i	-1
O=C(c1ccc2c(=O)n(-c3ccccc3)c(=O)[nH]c2c1)N1CCN(c2ccc(F)cc2)CC1	i	-1	-7	8	3	-0.5	-2	-1	i	2
CCOc1c(Br)cc(CNc2ccc3c(c2)OCCO3)cc1OC	i	-2	-5	-9	7	1.6	-5	-7	i	1
O=C(CSc1cccc[n+]1[O-])NCC1CCCCC1	i	-1	3	0	-2	-1.5	5	5	i	2
CC(C)COP(=O)(c1ccc(N(C)C)cc1)C(O)c1ccccc1 (configuration not stated)	i	-1	-7	-6	0	-0.3	-2	2	i	-3
O=C(COc1ccccc1-c1ccccc1)NCCN1C(=O)S/C(=C\c2cccnc2)C1=O	i	-3	4	4	-1	0.5	-22	0	i	-6
COCc1cc(CNC(=O)C2CCC(=O)N(Cc3ccccc3F)C2)[nH]n1 (configuration not stated)	i	-5	0	-4	-2	-1.3	5	0	i	-5
O=c1oc(-c2ccccc2)nc2c1C1(CCCCC1)Cc1ccccc1-2	i	2	-13	5	3	1.3	-4	4	i	1
COc1ccc(CCNC(=O)c2c(O)c3c([nH]c2=O)CCCC3)cc1	i	-1	-2	0	2	-1.0	-1	1	i	3
COc1ccccc1Nc1c2ccccc2nc2ccccc12	i	-12	0	-21	-1	19	-28	9	i	0
O=C(c1ccccn1)N(CC1CCCO1)C1(C(=O)NC2CCCCC2)CCCCC1 (configuration not stated)	i	-1	-8	-7	-2	-0.2	-1	2	i	-1
CCOC(=O)CSc1nc2ccccc2c(=O)n1NC(=O)c1ccccc1	i	-4	0	-1	0	-0.5	13	2	i	1
COc1ccc2nc(NC(=O)[C@@H]3CCCN3C(=O)c3cccs3)sc2c1	i	4	-3	-1	-3	0.1	1	-1	i	1
CCC(=O)Nc1ccc(N2CCCCC2)c(C(=O)Nc2ccc(OC)cc2)c1	i	1	0	-3	-2	3.5	6	-3	i	-1
CCCN(CC(=O)Nc1ccc(F)c(F)c1F)CC(=O)Nc1c(Cl)cccc1Cl	i	-1	1	-4	-3	0.8	-3	9	i	-9
Clc1ccccc1-c1cc2nc(NCCCn3ccnc3)ccn2n1	i	-2	/	5	3	3.4	1	0	i	-1
O=C(CCN1CCOCC1)N1c2ccccc2Sc2ccc(Cl)cc21	i	-1	2	4	1	1.2	5	-5	i	5
COc1ccc(N(CC(=O)Nc2ccccc2C(=O)NCC(C)C)S(C)(=O)=O)cc1	i	0	-7	1	-3	-0.8	1	-1	i	-5

2 records drawn at random from those above:
SMILES	Neddylation inh	Rin1 Abl inh	Scp-1 inhibitor	NadD block	STEP block	LMPTP block	SUMO1 PPI mod	DNMT1 inh	Rpn11 block	CSN inh
COc1ccc2nc(NC(=O)[C@@H]3CCCN3C(=O)c3cccs3)sc2c1	i	4	-3	-1	-3	0.1	1	-1	i	1
CCOC(=O)CSc1nc2ccccc2c(=O)n1NC(=O)c1ccccc1	i	-4	0	-1	0	-0.5	13	2	i	1

New compounds follow.
SMILES	Neddylation inh	Rin1 Abl inh	Scp-1 inhibitor	NadD block	STEP block	LMPTP block	SUMO1 PPI mod	DNMT1 inh	Rpn11 block	CSN inh
CCOc1ccccc1/C=c1\sc2nc(-c3ccco3)nn2c1=O	i	1	78*	17	6	7.2	23	93*	i	21
C#CCC(NC(=O)c1ccc(C(F)(F)F)cc1)C(=O)NCCC (configuration not stated)	i	2	0	3	1	0.1	-2	-3	i	-4
COc1cc(C(=O)OC2CCN(C)CC2)cc(OC)c1OC	i	-7	-8	9	-2	-2.1	1	4	i	-1
Cc1cc(C(=O)N/N=C/c2c[nH]c3ccccc23)cs1	i	-3	-7	-4	1	-0.3	-4	0	i	-3
N#CC/C(N)=N/NC(=O)CCCNc1ncc(C(F)(F)F)cc1Cl	i	1	-6	4	-3	-0.5	0	-3	i	-5
CCC(C(=O)NC1CCCCC1)n1c(SCc2cccc(F)c2)nc2ccncc21 (configuration not stated)	i	-12	-6	-1	-2	-3.5	5	-5	i	2
Cc1cc(C)n(-c2ccc(C(=O)Nc3cc(C(F)(F)F)ccc3N3CCOCC3)cc2)n1	i	2	-15	-3	-1	-0.9	4	0	i	-4
Cc1ccc(CN2CC(C(=O)N3CCN(S(=O)(=O)c4ccccc4)CC3)CC2=O)cc1 (configuration not stated)	i	1	-5	4	-4	-10	-24	0	i	-4
CCN(CC(=O)Nc1ccc(OC)cc1)C(=O)CSCC(=O)Nc1cc(C)on1	i	2	0	10	-2	-8.6	-26	-2	i	3
Cc1nn(CCCC(=O)NCCc2ccccc2)c(=O)c2nccn12	i	-1	-9	-4	-4	-0.1	1	1	i	-6
Cc1cccc(N2CC(C(=O)OCC(=O)c3c(N)n(CC(C)C)c(=O)n(C)c3=O)CC2=O)c1C (configuration not stated)	i	1	-2	-1	-2	0.3	3	-1	i	2
C[C@H](CO)N1C[C@H](C)[C@@H](CN(C)C(=O)Cc2ccccc2)OCCCC[C@H](C)Oc2ccc(NC(=O)NC3CCCCC3)cc2C1=O	i	-2	/	16	0	0.1	0	-4	i	5
Cc1ccc(C(=O)NC(=S)NCC2CCCO2)cc1[N+](=O)[O-] (configuration not stated)	i	0	1	-1	1	-0.2	-13	5	i	1
